# GAA inhib: alpha-glucosidase (human) inhibition. P10253. purified human GAA, 4-MU-alpha-glucoside fluorescence. Potency, µM (doses to about 76.9 µM), for inactives: at the top dose activity change, negative = inhibition, usual class: inhibitors. 200,000 compounds, 0.005% hits;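 note: potency is the fitted concentration of half-maximal effect; plate controls were uninhibited enzyme wells for no effect and no-enzyme background for full effect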
#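 Enzyme (4 nM final) mixed with compound (up to 77 uM), then 4-MU-alpha-D-pyranoside (400 uM final) added; 20 min at room temperature, pH 5.0. Reaction stopped at pH 10, fluorescence read, AC50 derived by Hill fit.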
# GAA glycogen mod: GAA glycogen-cleavage inhibition or activation. P10253. recombinant GAA, glycogen substrate, Amplex Red glucose oxidase fluorescence. 300,000 compounds, 0.38% hits. AID 2100. Potency, µM (series often up to 76.4 µM), inactives show at the top dose activity change, negative = inhibition, usual class: inhibitors;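 note: potency is the fitted concentration of half-maximal effect; 0% = full enzyme reaction and -100% = no-enzyme basal signal; the screen sought inhibitors and activators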
#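 Recombinant human enzyme (4 nM); glycogen substrate; 37 C, 40 min, pH 5.0. Readout: coupled glucose oxidase/Amplex Red fluorescence.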
# CBFb RUNX1 block: blocks binding between human CBF-beta and RUNX1 | AlphaScreen CBFb-His/RUNX1-biotin binding, biochemical | Potency, µM (doses to about 59.8 µM), without a hit: at the top dose activity, negative = inhibition, hits mostly inhibitors | 230,000 tested, under 10 active | AID 1477; note: % of control where 0% means no effect
# Target sequence (Q01196 whole entry, looked up): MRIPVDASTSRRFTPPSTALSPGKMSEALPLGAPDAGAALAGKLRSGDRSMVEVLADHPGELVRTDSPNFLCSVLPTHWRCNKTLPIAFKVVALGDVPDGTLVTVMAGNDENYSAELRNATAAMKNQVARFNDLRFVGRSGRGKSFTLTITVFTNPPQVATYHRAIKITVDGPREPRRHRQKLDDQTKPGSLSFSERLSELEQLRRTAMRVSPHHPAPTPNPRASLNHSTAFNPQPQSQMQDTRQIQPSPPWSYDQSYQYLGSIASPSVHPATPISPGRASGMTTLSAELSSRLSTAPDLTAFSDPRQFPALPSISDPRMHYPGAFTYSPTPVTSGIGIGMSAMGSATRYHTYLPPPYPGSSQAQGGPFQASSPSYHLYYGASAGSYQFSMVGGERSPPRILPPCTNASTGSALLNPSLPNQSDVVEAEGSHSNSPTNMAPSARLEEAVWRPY
# Target sequence (Q13951 whole entry, looked up): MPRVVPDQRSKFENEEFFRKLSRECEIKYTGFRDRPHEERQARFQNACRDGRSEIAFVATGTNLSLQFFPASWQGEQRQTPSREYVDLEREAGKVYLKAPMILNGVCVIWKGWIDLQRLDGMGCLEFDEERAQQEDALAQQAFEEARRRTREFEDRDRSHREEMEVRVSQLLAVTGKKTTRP
#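 Read-out: AlphaScreen. Format: His-CBF-beta with biotinylated RUNX1 (30 nM each) preincubated 20 min, compound 15 min, Ni-chelate plus streptavidin beads 90 min; room temperature throughout.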
# aGlu spleen mod: inhibits or activates alpha-glucosidase in human spleen homogenate. P10253. human spleen homogenate, 4-MU-alpha-glucoside fluorescence. Potency, µM (series often up to 79.9 µM), inactives show at the top dose activity change, negative = inhibition, actives largely listed as inhibitors. 240,000 compounds, 0.006% hits. AID 2112;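 note: potency is the fitted concentration of half-maximal effect; 0% = enzyme with vehicle and -100% = no enzyme basal signal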
#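 Compounds were titrated against alpha-glucosidase in spleen homogenate at pH 5.0, with 1 mM 4-methylumbelliferyl substrate for 40 min at 37 C. Reactions were quenched with pH 10 NaOH/glycine and fluorescence measured.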
# HTT ATP protect: cytoprotection in Huntington HTT-Q103 PC12 cell model. PC12 HTT-Q103 induced, cytoprotection, ATP luminescence, 40 h. Potency, µM (series often up to 56.4 µM), for inactives: cytoprotection (ATP increase), hits mostly activators. 230,000 compounds, 0.14% hits. AID 1471;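 note: potency is the fitted concentration of half-maximal effect; % of control where 0% means no effect; nearly all actives have a fitted effect of over 45% in size; toxic huntingtin expression switched on by the ecdysone agonist tebufenozide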
#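 Rat PC12, Q103 Htt exon1-GFP fusion, ecdysone promoter; tebufenozide inducer 100 nM final; compound titration; qHTS, 1500 cells/well; ATPlite luminescent read.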
# HTT aggregate: reduces HttQ103-GFP aggregates in PC12 cells. 220,000 compounds, 1.1% hits. PC12 HttQ103-GFP aggregates, Acumen cytometry, 40 h. Potency, µM (doses to about 46.1 µM), for the others: at the top dose activity change, negative = inhibition, actives largely listed as inhibitors; note: potency is the fitted concentration of half-maximal effect; % is set by controls: 0 for no effect and ±100 for the full control effect; nearly all actives have a fitted effect of over 60% in size
#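 Huntingtin Q103 exon 1–GFP aggregates in induced PC12 cells (100 nM tebufenozide) were quantified by cytometry from lysates, with compounds dosed in titration.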
# Lamin A splicing: LMNA splicing modulation. HeLa LMNA splicing GFP/RFP minigene ratio, 48 h. Potency, µM (doses to about 46.1 µM), inactives show at the highest dose ratio change, negative = inhibition, actives largely listed as inhibitors. 200,000 compounds, 0.01% hits; active = well fitted inhibition curve with a large enough effect in the signal ratio, with a control signal flat, not every such curve was filed as active; inconclusive = small, poorly fitted or top-dose-only effect, or effect the other way, or a change in a side signal; the % refers to the signal ratio; note: potency is the fitted concentration of half-maximal effect; % is set by controls: 0 for no effect and ±100 for the full control effect
#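 Read-out is the ratio of GFP to DsRed2 object intensity, acquired by 488 nm laser-scanning cytometry on HeLa lamin A-EGFP minigene reporter cells. Compound incubation 48 hrs at 37 °C in Opti-MEM with 2% FBS; DMSO 0.5% final.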
# * = called active by the depositor; u = inconclusive; x = not tested or not shown; [ ] = another dose, or the depositor's remark. Unless noted, calls come from the whole dose curve; as a rule, active = well fitted curve in the direction sought with a large enough effect; inconclusive = small, poorly fitted or top-dose-only effect, or another doubt; inactive = no such curve, though single readings can be large; an effect the other way counts as inactive or inconclusive.
1) CCOC(=O)c1ccoc1CSCC(=O)N1CCN(S(=O)(=O)c2ccc(C)cc2)CC1
2) COC(=O)Cn1c(CN2CCc3ccccc3C2)nc2c1c(=O)n(C)c(=O)n2C
3) CC(C)(C)C1CCc2c(sc(NC(=O)CSc3nnc(-c4ccccc4)o3)c2C#N)C1 (centres undefined)
4) Cc1ccc(C2CC(c3cccc(C)c3)n3nc(N)nc3N2)cc1 (centres undefined)
5) C=CCSc1cc(C)nc2c(-c3ccccc3)cnn12
6) CC(=O)NC(C)c1nc2ccccc2n1CC(=O)NC(C)CCc1ccccc1 (centres undefined)
7) Cc1ccccc1-c1cncnc1N(C)Cc1ccco1
8) Cc1ccc(-c2cc(-c3ccc(F)cc3)c(C#N)c(N)n2)o1
screen / no. | 1 | 2 | 3 | 4 | 5 | 6 | 7 | 8
GAA inhib | -13% | -1% | 1% | u | x | 2% | x | -2%
GAA glycogen mod | -4% | 14% | -2% | -4% | 5% | 3% | x | -16%
CBFb RUNX1 block | 4% | 1% | u | -6% | 30% | 7% | x | 1%
aGlu spleen mod | -3% | 6% | -4% | -9% | 1% | -1% | 7% | 7%
HTT ATP protect | -25% | 34%[10 µM] | -38%[10 µM] | -4% | -31%[10 µM] | -29% | 4% | x
HTT aggregate | -5% | -29% | -3% | 6% | -25%[9.22 µM] | 12% | x | u
Lamin A splicing | -3% | -9% | -15% | -15% | x | u | u | 8%

# Part of the list above, reduced to CBFb RUNX1 block, HTT ATP protect and GAA inhib:
No. | structure | CBFb RUNX1 block | HTT ATP protect | GAA inhib
3 | CC(C)(C)C1CCc2c(sc(NC(=O)CSc3nnc(-c4ccccc4)o3)c2C#N)C1 (centres undefined) | u | -38%[10 µM] | 1%
4 | Cc1ccc(C2CC(c3cccc(C)c3)n3nc(N)nc3N2)cc1 (centres undefined) | -6% | -4% | u

# Additional structures follow:
9) COc1ccc(CNC(=O)COC(=O)c2cncc(Br)c2)cc1
10) O=C(/N=C1/c2ccccc2CN1c1ccccc1)Nc1ccccc1
11) O=c1c2c(nc3cc(-c4ccccc4Cl)[nH]n13)CCS2
12) COc1ccc(-c2nc3cc([N+](=O)[O-])ccc3o2)cc1OC
13) Nn1cnnc1SCC(=O)N(C1CCCCC1)C1CCCCC1
14) C/C(=N\NC(=O)CCCCCNC(=O)c1ccccc1)c1ccccc1O
15) COC(=O)CC1=NC(=O)CS1
16) COc1ccc(/C=C/C(=O)N(Cc2cccs2)C2CCS(=O)(=O)C2)cc1 (centres undefined)
screen / no. | 9 | 10 | 11 | 12 | 13 | 14 | 15 | 16
GAA inhib | 2% | -16% | 7% | 3% | 12% | 0% | 1% | x
GAA glycogen mod | 1% | 13% | -8% | 3% | -7% | 7% | 7% | 3%
CBFb RUNX1 block | 0% | 17% | 2% | 13% | 0% | 9% | 0% | 11%
aGlu spleen mod | 4% | 0% | -1% | -2% | -16% | 5% | -14% | -5%
HTT ATP protect | 0%[10 µM] | -4%[10 µM] | x | 8%[10 µM] | 28%[10 µM] | -15%[10 µM] | -1% | 1%[10 µM]
HTT aggregate | 20% | 2% | x | -3%[9.22 µM] | 2%[9.22 µM] | u | -6% | -16%[9.22 µM]
Lamin A splicing | -10%[46 µM] | -10% | x | x | 2%[46 µM] | 2% | -8% | x

# Compounds 11 through 12, reprinted for reference:
11) O=c1c2c(nc3cc(-c4ccccc4Cl)[nH]n13)CCS2
12) COc1ccc(-c2nc3cc([N+](=O)[O-])ccc3o2)cc1OC
screen / no. | 11 | 12
GAA inhib | 7% | 3%
GAA glycogen mod | -8% | 3%
CBFb RUNX1 block | 2% | 13%
aGlu spleen mod | -1% | -2%
HTT ATP protect | x | 8%[10 µM]
HTT aggregate | x | -3%[9.22 µM]
Lamin A splicing | x | x

# 2 of the compounds above, bar-delimited.
entry | SMILES | GAA inhib | GAA glycogen mod | CBFb RUNX1 block | aGlu spleen mod | HTT ATP protect | HTT aggregate | Lamin A splicing
11 | O=c1c2c(nc3cc(-c4ccccc4Cl)[nH]n13)CCS2 | 7% | -8% | 2% | -1% | x | x | x
12 | COc1ccc(-c2nc3cc([N+](=O)[O-])ccc3o2)cc1OC | 3% | 3% | 13% | -2% | 8%[10 µM] | -3%[9.22 µM] | x

# Single records, from the list above. Screens in order: GAA inhib	GAA glycogen mod	CBFb RUNX1 block	aGlu spleen mod	HTT ATP protect	HTT aggregate	Lamin A splicing
# Shown for `COc1ccc(CNC(=O)COC(=O)c2cncc(Br)c2)cc1` → 2%	1%	0%	4%	0%[10 µM]	20%	-10%[46 µM]
# Shown for `O=C(/N=C1/c2ccccc2CN1c1ccccc1)Nc1ccccc1` → -16%	13%	17%	0%	-4%[10 µM]	2%	-10%
# Shown for `Nn1cnnc1SCC(=O)N(C1CCCCC1)C1CCCCC1` → 12%	-7%	0%	-16%	28%[10 µM]	2%[9.22 µM]	2%[46 µM]

# The results go on.
17) Cc1ccc(C(=O)Nc2nc(=O)n(C(=O)C3CC3)s2)cc1
18) Cc1ccc(C(NC(=O)c2ccccc2)C(Cl)(Cl)Cl)cc1 (centres undefined)
19) Cc1cccc(C)c1NC(=O)CSc1nc2ccccc2c(=O)[nH]1
20) CCc1[nH]nc2c1C(c1cccnc1)C(C#N)=C(N)O2 (centres undefined)
21) CCCCn1c(NS(=O)(=O)c2ccccc2)c(S(=O)(=O)c2ccc(C)cc2)c2nc3ccccc3nc21
22) Cc1ccc(S(=O)(=O)Nc2ccccc2CNc2ccc(Br)cn2)cc1
23) CCc1ccc(NC(=O)c2cnn3ccccc23)cc1
24) CCONC(=NC)c1nonc1N
screen / no. | 17 | 18 | 19 | 20 | 21 | 22 | 23 | 24
GAA inhib | 0% | 2% | -1% | 3% | u | -13% | -17% | 7%
GAA glycogen mod | -2% | 1% | 1% | 6% | 15% | -5% | -5% | 9%
CBFb RUNX1 block | -10% | 3% | 10% | 1% | 15% | u | 2% | 6%
aGlu spleen mod | -19% | -17% | -18% | -2% | 2% | -6% | -2% | -3%
HTT ATP protect | x | 23%[10 µM] | -14% | 2% | 2%[10 µM] | x | -108%[inhibitor] | x
HTT aggregate | 23% | -26% | -7% | 16% | u | u | -21% | -11%
Lamin A splicing | -12% | u | -16% | 11% | -10% | u | -3% | 10%

25) Cc1nn(-c2cccc(C(F)(F)F)c2)c(Cl)c1/C=N/Nc1cccc(C(=O)O)c1
26) Cc1oc(S(=O)(=O)N2CCCCC2)cc1NC(=O)Nc1ccc(Cl)cc1
27) O=[N+]([O-])c1ccc2c(c1)C(N1CCOCC1)/C(=C/C1(O)CCCCC1)O2 (centres undefined)
28) CN1CCN(S(=O)(=O)c2cc([N+](=O)[O-])ccc2N/N=C/c2ccc(Cl)cc2)CC1
29) COc1ccc(C2C=C(C34CC5CC(CC(C5)C3)C4)NC(=S)N2)cc1OC (centres undefined)
30) Cc1ccc(C(=O)O/N=C/c2ccc3c(c2)OCO3)cc1
31) COc1ccc(C(=O)CSc2nnc(CNc3ccc(C)cc3C)o2)cc1
32) O=C(Nc1ccc(Cl)cn1)c1ccc(Br)c(S(=O)(=O)N2CCCCC2)c1
screen / no. | 25 | 26 | 27 | 28 | 29 | 30 | 31 | 32
GAA inhib | -7% | x | 7% | 6% | -9% | -5% | -3% | 9%
GAA glycogen mod | 0% | -1% | -9% | -1% | -17% | 0% | 0% | 5%
CBFb RUNX1 block | 0% | 8% | 6% | 1% | -13% | 5% | 2% | 6%
aGlu spleen mod | -4% | -9% | 3% | -12% | 3% | -2% | -3% | -4%
HTT ATP protect | x | 7%[10 µM] | -11% | -2%[10 µM] | 34%[10 µM] | 9%[0.074 µM] | -8%[10 µM] | -21%[10 µM]
HTT aggregate | 28% | -4%[9.22 µM] | 18% | -1% | -2% | -16% | -6% | -4%[9.22 µM]
Lamin A splicing | u | x | x | -12% | u | -12% | 13% | x

33) CO[C@H]1COC(=O)[C@H](C)NC(=O)C/C=C\[C@@H](C)[C@H](OC)COC(=O)[C@@H](OCc2ccccc2)/C=C\[C@@H]1C
34) Cc1ccccc1OCC(O)Cn1c(SC(C)C)nc2c1c(=O)[nH]c(=O)n2C (centres undefined)
35) Cc1cc(F)ccc1S(=O)(=O)Nc1ccccc1C(=O)NCc1cccnc1
36) CCC(CC)=NNc1ccc([N+](=O)[O-])cc1[N+](=O)[O-]
37) COc1ccc(NC(=S)Nc2cc(C)ccn2)c(OC)c1
38) O=C1C2C(c3ccccc3)C=CC(c3ccccc3)C2C(=O)N1C1CCCCC1 (centres undefined)
39) CC1CN(CC(=O)Nc2ccccc2Sc2ccccc2)CC(C)O1 (centres undefined)
40) COCCN(C(=O)CSc1nc2ccccc2c(=O)n1CCOC)c1c(N)n(Cc2ccccc2)c(=O)[nH]c1=O
screen / no. | 33 | 34 | 35 | 36 | 37 | 38 | 39 | 40
GAA inhib | x | -7% | 4% | -3% | -2% | -19% | -10% | -1%
GAA glycogen mod | x | -4% | 2% | -11% | -8% | 14% | -4% | 15%
CBFb RUNX1 block | -1%[13.1 µM] | 6% | 0% | -4% | -2% | 0% | -1% | -2%
aGlu spleen mod | -4%[17.4 µM] | 4% | 2% | 2% | -10% | -1% | -7% | 1%
HTT ATP protect | 9%[10 µM] | -10% | -10% | 1% | 13%[10 µM] | -6% | 10%[10 µM] | -23%
HTT aggregate | x | -6% | 0% | 2% | 21% | 24% | u | 39%
Lamin A splicing | x | -2% | u | x | -1% | 3% | u | x

41) Cc1ccc(S(=O)(=O)N2Cc3ccccc3CC2C(=O)Nc2cc(C)on2)cc1 (centres undefined)
42) CC(=O)Nc1ccc(N2C(=O)CSC2c2c(F)cccc2Cl)cc1 (centres undefined)
43) C/C=C\C=C/C(=O)Nc1cccc(C2=NOC3(C2)C[C@@H](C(N)=O)N(C(=O)[C@H]2CCC(=O)N2)C3)c1 (some centres undefined)
44) C/C(=N\N=C\c1ccccc1F)c1nnn(-c2nonc2N)c1C
45) CCCCCc1nc2ccccc2c(=O)n1N
46) COc1cc(NC(=S)NCCCN2CCOCC2)c(OC)cc1Cl
screen / no. | 41 | 42 | 43 | 44 | 45 | 46
GAA inhib | -4% | 4% | x | 3% | 0% | 5%
GAA glycogen mod | 7% | 2% | 3% | 6% | -1% | -21%
CBFb RUNX1 block | 2% | -2% | -6% | 1% | 0% | 16%
aGlu spleen mod | -14% | -3% | -9% | -7% | -3% | -4%
HTT ATP protect | 0% | 12% | 2%[10 µM] | 25%[10 µM] | -5%[10 µM] | x
HTT aggregate | -5% | 4% | 11%[9.22 µM] | 3% | -13% | -8%
Lamin A splicing | 7% | 0% | x | -4% | 16% | x
